PLC-gamma1 inh = inhibitors of human phospholipase C gamma1; P19174; purified PLC-gamma1, fluorogenic substrate, fluorescence; inhibition, % at 12.2 µM; 0.84% of 370,000 active; AID 720700; in the data active = inhibition above about 9.5%
Tn6 DDE FP = inhibitors of Tn6 peptide binding to human fibrin DD(E). inhibition, % at 8.3 µM. Fibrin DD(E) TRITC-Tn6 fluorescence polarization displacement. AID 720509. P02675. 0.21% of 370,000 active;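 active = inhibition above a per-campaign cutoff: mean of compounds within control limits plus 3 SD, cut at about 15% in these data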;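 also: 0% = median of all compound wells on the plate and 100% = blocking peptide control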
UHRF1 binding = human UHRF1 methylated DNA binding inhibitors | UHRF1 binding to methylated oligo, TR-FRET | inhibition, % at 4.4 µM | 0.75% of 370,000 active | Q96T88; in the data active = inhibition above about 21%;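 also: UHRF1 SRA domain binding a hemimethylated CpG hairpin DNA probe; 0% = median of test compound wells and 100% = reference inhibitor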
ASAP1 inh = inhibitors of human ASAP1 ArfGAP activity. 0.19% of 360,000 active. ASAP1-stimulated ARF1 GTP hydrolysis, GDP FP detection. inhibition, % at 16.5 µM; in the data active = inhibition above about 25%;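 also: 0% = vehicle with enzyme and substrate and 100% = no enzyme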
PLC-beta3 inh = blocks human PLC-beta3 enzyme activity; Q01970; Purified PLC-beta3, fluorogenic substrate, fluorescence; inhibition, % at 12.2 µM; 0.18% of 370,000 active; in the data active = inhibition above about 11%;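 also: 0% = median of compound wells on plate and 100% = full blocker control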
Target sequence (Q01970 whole entry, looked up): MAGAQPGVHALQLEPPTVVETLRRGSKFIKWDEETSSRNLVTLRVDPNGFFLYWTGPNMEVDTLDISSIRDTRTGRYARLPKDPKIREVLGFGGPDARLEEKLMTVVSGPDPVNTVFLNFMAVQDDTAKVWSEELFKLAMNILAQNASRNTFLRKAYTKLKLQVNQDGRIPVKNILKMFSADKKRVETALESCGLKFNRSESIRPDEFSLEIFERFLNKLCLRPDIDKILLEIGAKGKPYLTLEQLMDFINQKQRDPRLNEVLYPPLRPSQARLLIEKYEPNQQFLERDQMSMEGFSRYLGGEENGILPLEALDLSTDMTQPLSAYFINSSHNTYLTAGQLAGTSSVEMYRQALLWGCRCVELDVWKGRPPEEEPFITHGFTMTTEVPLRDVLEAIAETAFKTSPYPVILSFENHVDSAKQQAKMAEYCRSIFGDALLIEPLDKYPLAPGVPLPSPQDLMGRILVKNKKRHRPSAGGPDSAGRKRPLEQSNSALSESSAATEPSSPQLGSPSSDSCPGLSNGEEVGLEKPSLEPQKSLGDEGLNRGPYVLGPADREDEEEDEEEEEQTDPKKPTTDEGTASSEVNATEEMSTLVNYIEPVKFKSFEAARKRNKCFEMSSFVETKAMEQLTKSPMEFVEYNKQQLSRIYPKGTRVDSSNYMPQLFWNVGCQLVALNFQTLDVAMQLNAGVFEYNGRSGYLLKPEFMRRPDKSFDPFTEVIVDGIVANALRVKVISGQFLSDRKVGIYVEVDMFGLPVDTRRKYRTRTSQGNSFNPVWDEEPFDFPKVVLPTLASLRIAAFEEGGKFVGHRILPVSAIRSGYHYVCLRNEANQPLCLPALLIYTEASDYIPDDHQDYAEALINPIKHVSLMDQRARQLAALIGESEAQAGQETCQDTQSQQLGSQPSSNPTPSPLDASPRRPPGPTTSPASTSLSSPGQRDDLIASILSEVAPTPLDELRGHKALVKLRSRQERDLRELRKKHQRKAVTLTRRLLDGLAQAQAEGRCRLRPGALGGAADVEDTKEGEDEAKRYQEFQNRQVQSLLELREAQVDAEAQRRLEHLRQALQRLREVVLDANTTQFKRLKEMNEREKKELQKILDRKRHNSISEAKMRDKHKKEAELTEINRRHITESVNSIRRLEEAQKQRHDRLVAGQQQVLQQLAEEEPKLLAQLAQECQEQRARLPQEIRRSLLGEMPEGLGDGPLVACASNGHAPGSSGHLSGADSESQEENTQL
proKLK7 act = proKLK7 (human) activation, primary screen | P49862 | 0.9% of 370,000 active | purified proKLK7, EDANS-DABCYL substrate fluorescence; 100% is mature enzyme control, 0% vehicle | activation, % at 7 µM;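 active = activation above the mean of all tested compounds plus 3 SD, computed per campaign excluding outliers beyond control limits, cut at about 13% in these data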
ADAM17 inh = inhibits human ADAM17; P78536; recombinant ADAM17, EDANS/DABCYL FRET peptide cleavage; inhibition, % at 6.95 µM; 0.83% of 370,000 active; AID 720648;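 active = inhibition above the mean of compounds lying between control limits plus 3 SD, set per campaign, cut at about 8.5% in these data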;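 also: 0% = DMSO-only wells as the low control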
MBD2 inh = inhibitors of human MBD2 binding to methylated oligonucleotide; TR-FRET; inhibition, % at 4.4 µM; 0.31% of 370,000 active; AID 686964; in the data active = inhibition above about 13%
DDE Tn7 FP inh = DD(E)-Tn7 binding inhibition, primary FP screen. P02675. FP displacement of FITC-Tn7 peptide from fibrin DD(E); 0% = median of compound wells per plate. inhibition, % at 8.3 µM. 0.13% of 370,000 active;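 active = inhibition above the mean of compounds falling within the control limits plus 3 SD of them, cut at about 14% in these data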;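 also: 0% = plate median of compound wells and 100% = 10 µM Aha-Tn7 peptide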
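Assay system: human fibrin DD(E) protein / Input: 2 µM fibrin DD(E) / Benchmarks: high control of 10 µM Aha-Tn7 peptide / Measured by: fluorescence polarization of the labelled Tn7 tracer / Medium: Tris buffer with calcium and detergent, pH 7.8 / Timing: 10 min compound pre-incubation, 3 h probe incubation at room temperature / Repeats: one replicate per compound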
ARFGAP1 inhibitor = inhibits rat ARF GTPase activating protein 1; Arfgap1-stimulated ARF1 GTP hydrolysis, GDP FP detection; 0.26% of 360,000 active; Q62848; inhibition, % at 16.5 µM;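 active = inhibition above a per-plate limit, mean inhibition of low control wells plus 3 SD, cut at about 25% in these data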;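 also: 0% = DMSO wells with enzyme and 100% = wells lacking Arfgap1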
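Assay system: purified rat His6-Arfgap1 residues 1-136 (GAP domain); Reagent: human Δ17 ARF1 bound to GTP; Dosing: 16.5 µM single point, 1.26% DMSO; Times: GTP hydrolysis reaction 2 h at 25 °C; Signal: FP, GDP Alexa 633 tracer displaced from anti-GDP antibody, 620/688 nm; Measure: % inhibition from polarization.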
* = called active by the depositor; i = inactive. Compounds were not picked by outcome; 4.1% or so of the library scored in one or more.

nr	SMILES	proKLK7 act	DDE Tn7 FP inh	Tn6 DDE FP	UHRF1 binding	PLC-beta3 inh	MBD2 inh	ARFGAP1 inhibitor	ADAM17 inh	PLC-gamma1 inh	ASAP1 inh
1	c1ccc(OCc2nn3c(C4CCCCC4)nnc3s2)cc1	-0.2	3	-11	5	-3	0	18	1	1	-9
2	CCOC(=O)C(NC(C)=O)(Nc1ccc(S(=O)(=O)Nc2ccncn2)cc1)C(F)(F)F (stereo unspecified)	0.6	0	-3	13	0	1	5	-3	0	-3
3	O=C(C1CCCCC1)N1CCCC(c2nc3c(nnn3Cc3ccccc3)c(=O)[nH]2)C1 (stereo unspecified)	1.2	-1	-5	-3	0	-1	-11	-2	0	-2
4	CC[C@@]1(c2ccccc2C)C(=O)N(C(=O)OC)N1C(=O)OC	0.3	3	-6	8	0	-3	-6	-2	-2	1
5	N=c1c(S(=O)(=O)c2ccc(Cl)cc2)cc2c(=O)n3ccccc3nc2n1CCc1ccccc1	0.2	-2	0	2	-12	5	3	-8	-8	-8
6	CCOC(=O)c1c(NC(=O)CCS(=O)(=O)c2ccccc2)sc2c1CCN(C)C2	-2.1	1	4	-2	-18	-2	12	0	-5	7
7	Cc1ccccc1NC(=S)c1nc2ccccc2[nH]1	-0.4	2	0	-7	3	4	-8	2	10*	-8
8	Cc1ccc(C)c(S(=O)(=O)N/N=C/c2ccc(F)cc2)c1	0.0	5	-6	2	-5	9	12	-7	3	-7
9	C=CCn1cc(C(=O)NCCCOC)c(=O)c2cc(S(=O)(=O)N3CCC(C)CC3)ccc21	-1.1	1	-6	0	-8	3	2	-8	2	5
10	CNC(=O)CCCc1nc(-c2ccccc2Cl)no1	-0.2	0	3	2	4	5	-8	5	9	0
11	O=C(CNC(=O)c1ccc(Br)o1)Nc1ccccc1	-0.4	-5	-5	-2	-8	-3	-6	-2	1	1
12	O=C(C1COc2ccccc2O1)N1CCCCC1 (stereo unspecified)	0.1	-5	-9	0	-7	8	3	-5	-1	-7
13	COC(=O)c1cccc(N2C(=O)c3ccccc3S2(=O)=O)c1	-0.3	0	-6	1	4	-6	0	1	1	7
14	CCCCN(C)CCn1c(=S)[nH]c2cc(OCC)c(OCC)cc2c1=O	0.2	2	3	-2	-5	1	-12	-4	1	-3
15	CCn1c(=O)c([N+](=O)[O-])c(N2CCOCC2)c2ccccc21	-0.3	1	3	-2	3	-4	10	-1	0	13
16	O=C(C1CCCCC1)N1CCC(c2nc3c(nnn3Cc3ccccc3Cl)c(=O)[nH]2)CC1	0.1	2	8	3	-6	0	-9	-2	3	-10
17	Cc1[nH]n(-c2ccccc2)c(=O)c1/C=N/N(c1ccccc1)c1ccccc1	-0.6	0	-1	3	-6	-5	-2	-2	-1	2
18	Cc1c(NC(=O)Nc2ccc3c(c2)OCO3)cccc1[N+](=O)[O-]	-0.2	2	-1	-3	-4	1	6	-2	0	-2
19	NC(=O)c1ccsc1NC(=O)COC(=O)COc1ccccc1F	-0.3	1	5	0	-1	3	0	-4	-2	0
20	NC(=S)N=Nc1c(O)[nH]c2c(Cl)cc(Cl)cc12	0.0	2	-4	-14	7	-9	9	3	5	-4
21	Cc1ccsc1/C=N/NC(=O)C1CC(=O)N(c2ccc(F)cc2)C1 (stereo unspecified)	0.1	3	-3	1	-5	-3	-3	-3	-2	-5
22	COC(=O)C(C)Sc1nnc(Cc2cc(=O)[nH]c(=O)[nH]2)n1-c1ccc(OC)cc1 (stereo unspecified)	0.5	-7	13	2	4	-1	-2	0	-1	-1
23	COC(=O)c1ccc(CNC(=O)Cn2cnc(C(=O)Nc3ccc(C)c(C)c3)n2)cc1	-0.1	-12	-1	0	4	-1	-5	5	2	-4
24	CC1CCCN(C(=O)C2CCN(CCCc3ccccc3)CC2)C1 (stereo unspecified)	-0.3	-1	-2	-1	0	-2	-3	-2	1	-6
25	N#Cc1cn(N2CCCCC2)c(=O)[nH]c1=O	0.3	-3	4	1	-5	1	-9	-3	-2	-5
26	O=C(COC(=O)/C=C/c1cccs1)Nc1cccc(S(=O)(=O)N2CCOCC2)c1	-0.1	2	5	-3	-2	-8	-1	0	1	6
27	COc1cc(OC)cc(-c2c(-c3cccs3)c3cc(-c4ccc(OC)cc4F)ccc3n2C)c1	-6.1	6	9	1	-96	-4	0	-10	-59	-4
28	COc1cccc(CNC(=O)CCNS(=O)(=O)c2cccc3nonc23)c1	0.6	-3	7	-1	-5	2	-8	0	0	2
29	Cc1nc(-n2nnc3cc(C)c(C)cc32)c2c3c(sc2n1)CCCC3	-0.7	-1	-3	1	-3	8	8	-4	-2	-3
30	COc1ccc(CNC(=O)CCOc2ccc(C(C)(C)C)cc2)cc1	0.8	-8	-9	-3	-3	1	2	0	-2	-3

Eleven entries already listed, sorted by SMILES length, rising.
nr	SMILES	proKLK7 act	DDE Tn7 FP inh	Tn6 DDE FP	UHRF1 binding	PLC-beta3 inh	MBD2 inh	ARFGAP1 inhibitor	ADAM17 inh	PLC-gamma1 inh	ASAP1 inh
25	N#Cc1cn(N2CCCCC2)c(=O)[nH]c1=O	0.3	-3	4	1	-5	1	-9	-3	-2	-5
20	NC(=S)N=Nc1c(O)[nH]c2c(Cl)cc(Cl)cc12	0.0	2	-4	-14	7	-9	9	3	5	-4
19	NC(=O)c1ccsc1NC(=O)COC(=O)COc1ccccc1F	-0.3	1	5	0	-1	3	0	-4	-2	0
30	COc1ccc(CNC(=O)CCOc2ccc(C(C)(C)C)cc2)cc1	0.8	-8	-9	-3	-3	1	2	0	-2	-3
21	Cc1ccsc1/C=N/NC(=O)C1CC(=O)N(c2ccc(F)cc2)C1 (stereo unspecified)	0.1	3	-3	1	-5	-3	-3	-3	-2	-5
28	COc1cccc(CNC(=O)CCNS(=O)(=O)c2cccc3nonc23)c1	0.6	-3	7	-1	-5	2	-8	0	0	2
18	Cc1c(NC(=O)Nc2ccc3c(c2)OCO3)cccc1[N+](=O)[O-]	-0.2	2	-1	-3	-4	1	6	-2	0	-2
17	Cc1[nH]n(-c2ccccc2)c(=O)c1/C=N/N(c1ccccc1)c1ccccc1	-0.6	0	-1	3	-6	-5	-2	-2	-1	2
26	O=C(COC(=O)/C=C/c1cccs1)Nc1cccc(S(=O)(=O)N2CCOCC2)c1	-0.1	2	5	-3	-2	-8	-1	0	1	6
23	COC(=O)c1ccc(CNC(=O)Cn2cnc(C(=O)Nc3ccc(C)c(C)c3)n2)cc1	-0.1	-12	-1	0	4	-1	-5	5	2	-4
22	COC(=O)C(C)Sc1nnc(Cc2cc(=O)[nH]c(=O)[nH]2)n1-c1ccc(OC)cc1 (stereo unspecified)	0.5	-7	13	2	4	-1	-2	0	-1	-1

Next section.
nr	SMILES	proKLK7 act	DDE Tn7 FP inh	Tn6 DDE FP	UHRF1 binding	PLC-beta3 inh	MBD2 inh	ARFGAP1 inhibitor	ADAM17 inh	PLC-gamma1 inh	ASAP1 inh
31	COc1cccc(C2NC(=S)NC3=C2CCc2ccccc23)c1 (stereo unspecified)	-1.2	-8	1	-4	0	-2	0	0	4	-2
32	COc1cccc2c1OC1(C)CC2N(C(=O)c2ccco2)C(=S)N1c1ccc(F)cc1 (stereo unspecified)	0.0	1	6	2	-1	5	7	3	3	10
33	Cc1ccc(Sc2ncnc3onc(C)c23)cc1	-0.5	-4	-3	4	1	-2	12	4	7	-3
34	COc1ccc(-n2nc(N)c3c(=O)oc(N(C)C)nc32)cc1	0.6	7	-3	-1	2	2	-3	-2	0	-3
35	COc1ccc(-c2nnn(CC(=O)N(CCCO)C(C(=O)NC3CCCC3)c3ccc(F)cc3)n2)cc1 (stereo unspecified)	0.8	4	4	-2	-3	-3	3	-3	-1	-1
36	Cc1cccc(C)c1OCc1cc(C(=O)N2CCC(c3ccncc3)CC2)no1	-0.3	2	3	2	-8	0	-1	-1	-4	-10
37	NS(=O)(=O)c1ccc(N/N=C/c2ccccn2)c([N+](=O)[O-])c1	0.1	9	2	-15	4	-19	15	-1	5	12
38	CCC(NC(=O)CCc1nnc(-c2cc(C)on2)o1)C12CC3CC(CC(C3)C1)C2 (stereo unspecified)	-0.1	3	3	0	-8	-1	-9	-2	-2	-3
39	COCCCn1c(=N)c(C(=O)NCC2CCCO2)cc2c(=O)n3cccc(C)c3nc21 (stereo unspecified)	121*	5	3	14	i	-6	8	i	i	3
40	CCCCC(CC(O)COCC(C)C)C(=O)NN (stereo unspecified)	0.2	-5	-4	0	-1	1	7	1	4	-3
41	CC1CCN(C(=O)CCNS(=O)(=O)c2ccc3c(c2)c(=O)n(C)c(=O)n3C)CC1	0.3	-1	4	-2	-2	-3	-3	-1	0	-6
42	CCc1nnc(NC(=O)c2cc(-c3ccco3)nc3ccccc23)s1	2.8	5	0	18	-185	10	1	-23	-123	-2
43	COc1ccccc1NC(=O)Cn1cc(C(=O)C(=O)N2CCOCC2)c2ccccc21	-0.7	3	1	12	-8	-3	1	-4	0	7
44	O=c1c2ccccc2ncn1Cc1ccco1	0.0	-4	-8	-1	0	-1	5	-4	-4	8
45	O=C(COC(=O)c1ccc(Cl)c(S(=O)(=O)N2CCCC2)c1)NC1CCCCC1	0.2	3	3	-2	6	4	7	-1	1	8
46	CN(C(=O)COC(=O)CSc1ccc(C(N)=O)cc1[N+](=O)[O-])C1CCCCC1	0.4	1	2	0	-6	1	-11	-4	1	-8
47	COC(C(=O)Nc1ccc(F)cc1F)c1ccccc1 (stereo unspecified)	-0.7	2	5	3	1	5	4	-1	1	18
48	CC(=O)Nc1ccc(NC(=O)CSc2nnc(N)n2-c2ccccc2)cc1	0.0	3	-6	-2	-4	3	-1	0	-1	9
49	CCCCOc1ccc(C2C(=O)N(C3CCCCC3)CC(=O)N2CC2CCCO2)cc1 (stereo unspecified)	0.9	8	-3	-2	-2	0	5	-5	0	3
50	CC1CCN(S(=O)(=O)c2ccc(NC(=S)NC(=O)c3ccc(Cl)cc3)cc2)CC1	-0.5	0	-1	1	1	-7	-11	-4	3	-4
51	C=CCc1c(C)nc2cc(-c3ccccc3)[nH]n2c1=O	-18	-11	5	0	-19	2	5	-25	-14	-1
52	Cc1ccc(C)c(C(=O)CCC(=O)O)c1	-0.8	-2	-13	1	-10	2	2	-6	0	19
53	COCCNC(=O)CN1C(=O)NC2(CCOc3ccccc32)C1=O (stereo unspecified)	0.4	5	6	1	-4	-1	-10	0	-3	4
